PABP1 MLLE inh: inhibitors of microRNA-mediated deadenylation, human PABP1 MLLE binding; P11940; GST-MLLE / FITC-PAM2 fluorescence polarization; inhibition, % at 20 µM; 0.36% of 360,000 active; in the data active = inhibition above about 35%, passing the limit was not always enough;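 note: plate controls were DMSO wells with GST-MLLE for no effect and wells lacking GST-MLLE protein for full effect; some results filed as inactive read as strong as hits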
CSN deneddyl inh: CSN deneddylation inhibition; AID 651999; inhibition, % at 12.5 µM; 0.38% of 360,000 active; Q92905; Purified CSN, SCF-Nedd8-OG deneddylation, fluorescence polarization;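 active = pattern-corrected inhibition above about 35%, with an unprinted fluorescence ratio check between 0.5 and 1.5, limit read from the data, passing the limit was not always enough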;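 note: 0% = enzyme with substrate and 100% = substrate without enzyme; some results filed as inactive read as strong as hits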
Target sequence (Q92905 whole entry, looked up, one chain of several): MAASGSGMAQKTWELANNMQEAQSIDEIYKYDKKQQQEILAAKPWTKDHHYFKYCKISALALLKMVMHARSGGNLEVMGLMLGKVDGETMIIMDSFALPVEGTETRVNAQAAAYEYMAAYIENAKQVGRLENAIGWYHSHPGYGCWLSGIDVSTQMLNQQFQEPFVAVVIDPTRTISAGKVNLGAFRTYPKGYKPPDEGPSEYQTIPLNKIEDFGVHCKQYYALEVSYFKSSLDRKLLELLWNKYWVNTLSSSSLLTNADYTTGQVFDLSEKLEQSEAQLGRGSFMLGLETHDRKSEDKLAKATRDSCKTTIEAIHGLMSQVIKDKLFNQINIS
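Material: human Csn5 produced in HEK293T cells; Input: enzyme 0.24 nM; Reagent: SCFSkp2-Nedd8OG substrate at 10 nM final; Dosing: 12.5 µM compound; Incubation: 90 min reaction at room temperature; Detection: fluorescence polarization of the substrate; Evaluation: % inhibition of substrate cleavage by Csn5; Control set: substrate-only high control, full reaction low control.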
MsrA act: bovine methionine sulfoxide reductase A activation; purified bovine MsrA, absorbance read-out; activation, % at 10.6 µM; 0.3% of 360,000 active; in the data active = activation above about 7.5%;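 note: 0% = vehicle and 100% = reference activator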
Neddyl block: cullin neddylation inhibition; TR-FRET cullin neddylation, biochemical; calls only at 25 µM; 0.58% of 360,000 active; AID 651699; in the data active = inhibition above about 36%
TbMetRS inhib: blocks T. brucei methionyl-tRNA synthetase activity; inhibition, % at 11.9 µM; purified T. brucei MetRS, ATP depletion, Kinase-Glo luminescence; 0.4% of 360,000 active;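 active = inhibition above a per-plate cutoff of the control wells' mean inhibition plus 3 SD, cut at about 5.5% in these data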;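 note: 0% = DMSO wells median and 100% = median of wells with control inhibitor compound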
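Material – parasite MetRS enzyme · Medium – HEPES-MgCl2-KCl buffer plus DTT, spermine, BSA, pyrophosphatase · Reagent – ATP, methionine and E. coli bulk tRNA substrates · Times – 15 min enzyme-compound preincubation, 2 h reaction, 10 min detection, 25 °C · Measured by – luminescence of leftover ATP · Evaluation – percent inhibition relative to median high and low control wells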
E coli Lon inh: inhibitors of E. coli Lon protease; inhibition, % at 7.94 µM; purified E. coli Lon protease, fluorescence polarization; P0A9M0; 0.42% of 360,000 active; in the data active = inhibition above about 13%, passing the limit was not always enough;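 note: 0% = enzyme with probe and DMSO and 100% = no enzyme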
Target sequence (P0A9M0 whole entry, looked up): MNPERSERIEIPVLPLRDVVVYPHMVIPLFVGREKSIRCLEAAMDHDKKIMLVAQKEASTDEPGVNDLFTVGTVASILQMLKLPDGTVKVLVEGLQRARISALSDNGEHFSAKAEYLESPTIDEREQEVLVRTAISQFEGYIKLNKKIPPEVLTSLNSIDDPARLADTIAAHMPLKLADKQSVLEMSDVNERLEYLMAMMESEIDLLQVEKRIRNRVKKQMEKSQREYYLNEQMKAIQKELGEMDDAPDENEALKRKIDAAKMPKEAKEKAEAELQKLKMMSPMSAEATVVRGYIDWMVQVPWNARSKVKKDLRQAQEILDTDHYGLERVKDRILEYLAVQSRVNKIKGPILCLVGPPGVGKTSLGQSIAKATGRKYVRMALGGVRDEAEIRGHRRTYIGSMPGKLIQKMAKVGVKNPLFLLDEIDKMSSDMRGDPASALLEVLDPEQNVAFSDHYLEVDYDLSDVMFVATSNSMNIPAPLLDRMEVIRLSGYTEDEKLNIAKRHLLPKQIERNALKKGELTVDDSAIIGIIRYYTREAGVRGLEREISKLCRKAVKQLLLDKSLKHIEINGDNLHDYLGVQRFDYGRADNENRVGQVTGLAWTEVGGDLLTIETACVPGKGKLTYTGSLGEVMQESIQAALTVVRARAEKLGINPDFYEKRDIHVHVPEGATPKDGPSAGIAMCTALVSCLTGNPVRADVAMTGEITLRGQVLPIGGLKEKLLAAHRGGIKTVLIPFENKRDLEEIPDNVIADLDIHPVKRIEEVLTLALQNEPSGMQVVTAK
MsrA inh: bovine MsrA inhibition | purified bovine MsrA, absorbance read-out | inhibition, % at 15.5 µM | 0.75% of 360,000 active | AID 651718; in the data active = inhibition above about 4.5%;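 note: 0% = vehicle wells with enzyme and 100% = reference inhibitor wells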
FAS TE block: inhibitors of human fatty acid synthase thioesterase domain; inhibition, % at 15 µM; 0.67% of 360,000 active; recombinant FAS-TE, OMFH fluorogenic substrate, fluorescence endpoint;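 active = compounds whose normalised, plate-corrected inhibition of enzyme fluorescence in the single-dose primary screen is 50% or more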;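 note: 0% = DMSO with enzyme and 100% = substrate without enzyme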
Rin1 Abl inh: blocks binding of human Rin1 to Abl; 0.4% of 360,000 active; AID 588664; P00519+Q13671; inhibition, % at 7.35 µM; TR-FRET Rin1/Abl binding, biochemical; in the data active = inhibition above about 5%, passing the limit was not always enough
* hit, by the source's call; i = inactive; x = not tested or not shown. Rows were taken by chance; overall some 4% were active at least once.

SMILES	PABP1 MLLE inh	CSN deneddyl inh	MsrA act	Neddyl block	TbMetRS inhib	E coli Lon inh	MsrA inh	FAS TE block	Rin1 Abl inh
COc1cc(/C=C/C(=O)Nc2cccc(S(=O)(=O)N3CCOCC3)c2)ccc1OCC#N	-6	2	-9	i	-0.3	-2	1.7	12	2
CCN1CCN(c2ccc(NC(=O)c3cccc4ncccc34)cc2)CC1	-5	3	-3	i	-0.3	-7	-0.5	-4	1
CS(=O)(=O)N(CC(=O)NCc1ccc2c(c1)OCO2)c1ccc(Cl)cc1	12	-1	-2	i	-0.4	4	-0.6	1	4
Cc1ccnc(NS(=O)(=O)c2ccc(NC(=O)c3ccc(S(=O)(=O)N4CCOCC4)cc3)cc2)n1	-3	-10	-1	i	-0.2	-9	0.1	-5	1
Cc1cc[n+](-c2[nH]c(=O)sc2/C=N/N=C(\[O-])c2ccccc2)cc1C	158	-70	-3	i	0.2	68*	4.7*	-34	-3
COC(=O)Cn1c(C)c(C#N)c2ccccc21	-17	5	-5	i	0.1	18	-1.4	-5	0
CC(C)NC(=S)N/N=C/c1cc(Br)ccc1O	13	-16	-4	x	-0.2	5	2.1	10	-1
CC1CCCCC1NC(=O)COC(=O)c1ccccn1 (centres undefined)	7	0	-4	i	-0.6	-6	-0.3	-11	-2
CCOC(=O)N1CCN(S(=O)(=O)c2ccc(C(=O)N(CCCN(C)C)c3nc4ccc(Cl)cc4s3)cc2)CC1	-6	2	-3	i	-0.1	-5	-0.5	3	0
COC(=O)c1cc(NS(=O)(=O)c2cccs2)cc(NS(=O)(=O)c2cccs2)c1	1	-5	0	i	-0.3	125*	1.5	-5	0
COc1ccccc1-c1nnc2n1N=C(C(C)(C)C)CS2	-2	1	2	i	-0.1	0	-1.0	-5	3
Cc1nn(C)cc1S(=O)(=O)N1CCN(c2ccccc2F)CC1	-7	-5	-2	i	-0.1	-11	-0.1	-1	2
CN(CCc1ccccc1)C(C(=O)Nc1ccc2c(c1)OCCO2)c1ccnc2ccccc12 (centres undefined)	7	2	-2	i	-0.7	-9	-0.1	26	2
CC1SC(c2ccc(F)cc2)NC1=O (centres undefined)	20	-2	-10	i	-1.6	4	1.0	-1	-1
COc1ccc(C2C(C(=O)OCC(=O)Nc3ccc(C)cc3)CCC(=O)N2c2ccc(OC)cc2)cc1 (centres undefined)	0	2	-3	i	-1.1	-9	1.5	-2	-1
CC(=O)c1cnc2c(-c3ccccc3)c(-c3ccccc3)nn2c1C	2	-6	3	i	0.0	-2	0.6	16	1
CC(=O)Nc1cn(-c2ccccc2)nc1-c1ccccc1	-3	8	-2	i	-0.4	-9	1.1	-4	0
Nn1cc(-c2ccccc2)nc1SCC(=O)NC1CCS(=O)(=O)C1 (centres undefined)	16	2	-2	i	0.4	1	1.1	-8	-1
CC(=O)Nc1cccc(NC(=O)Nc2ccc(C)c(Cl)c2)c1	-11	6	-1	i	0.3	-6	0.3	4	4
Cc1cccc(Nc2ccccc2)c1	12	5	-1	i	0.0	1	-1.0	1	0
Cc1ccc(N2C(=O)CSCC2=O)cc1	2	4	2	i	1.9	-4	0.0	-8	-4
CCc1nc2ccccc2c(C(=O)OCC(=O)Nc2cccc(S(=O)(=O)N3CCOCC3)c2)c1C	9	-3	-2	i	0.7	-5	-0.1	20	-3
NC(=O)C1CCCN(C(=O)c2ccc3oc(Cc4ccc(Cl)cc4)nc3c2)C1 (centres undefined)	7	-1	-7	i	-1.0	-12	-0.2	0	3
CC[C@@H](C)[C@@H]1CN([C@@H](CN2CCC[C@H]2CN2C(N)=NC[C@H]2C(C)C)C(C)C)C(=N)N1CCc1ccc(Cl)c(Cl)c1	-8	-6	-5	i	-1.4	0	x	-35	-1
COc1ccccc1N(Cc1ccccc1)S(=O)(=O)c1cccc(C(=O)Nc2cc(C)ccn2)c1	0	0	-9	i	-0.7	-2	0.9	18	-6

Some of these compounds in order of the CSN deneddyl inh value, lowest first:
mol | PABP1 MLLE inh | CSN deneddyl inh | MsrA act | Neddyl block | TbMetRS inhib | E coli Lon inh | MsrA inh | Rin1 Abl inh
CC[C@@H](C)[C@@H]1CN([C@@H](CN2CCC[C@H]2CN2C(N)=NC[C@H]2C(C)C)C(C)C)C(=N)N1CCc1ccc(Cl)c(Cl)c1 | -8 | -6 | -5 | i | -1.4 | 0 | x | -1
CC1SC(c2ccc(F)cc2)NC1=O (centres undefined) | 20 | -2 | -10 | i | -1.6 | 4 | 1.0 | -1
COc1cc(/C=C/C(=O)Nc2cccc(S(=O)(=O)N3CCOCC3)c2)ccc1OCC#N | -6 | 2 | -9 | i | -0.3 | -2 | 1.7 | 2

Results in E coli Lon inh, CSN deneddyl inh and Rin1 Abl inh, for some of the entries so far:
smiles,E coli Lon inh,CSN deneddyl inh,Rin1 Abl inh
CC(=O)c1cnc2c(-c3ccccc3)c(-c3ccccc3)nn2c1C,-2,-6,1
CC(=O)Nc1cn(-c2ccccc2)nc1-c1ccccc1,-9,8,0
Nn1cc(-c2ccccc2)nc1SCC(=O)NC1CCS(=O)(=O)C1 (centres undefined),1,2,-1
CC(=O)Nc1cccc(NC(=O)Nc2ccc(C)c(Cl)c2)c1,-6,6,4
Cc1cccc(Nc2ccccc2)c1,1,5,0

More structures follow:
SMILES	PABP1 MLLE inh	CSN deneddyl inh	MsrA act	Neddyl block	TbMetRS inhib	E coli Lon inh	MsrA inh	FAS TE block	Rin1 Abl inh
COCCn1cnc2c1c(=O)n(CC(=O)Nc1cc(C)on1)c(=O)n2Cc1ccccc1	3	3	-1	i	-0.6	-1	-0.7	-3	0
NC(=O)CCC(NS(=O)(=O)c1ccc(Cl)cc1)C(=O)NCc1ccccc1Cl (centres undefined)	3	0	-15	i	-1.1	2	-0.7	-6	1
CCC(=O)n1nc(-c2ccccc2)nc1SCC(=O)Nc1ccc(C)cc1	-12	2	-1	i	0.2	7	-0.7	-6	-3
COc1ccc(C(=O)OCC(=O)Nc2ccc3c(c2)OCCO3)c(OC)c1	-9	67	-2	i	-0.3	-9	-0.1	1	4
CCOc1ccc(C(=O)COC(=O)Cn2cnc3c2c(=O)n(C)c(=O)n3C)cc1	-4	4	-5	i	-0.4	11	0.0	-4	5
CC(=O)Nc1ccc(OCC(=O)N(CC(C)C)C2CCS(=O)(=O)C2)cc1 (centres undefined)	-29	-4	-6	i	-0.3	-1	-2.3	-6	0
COc1cc(/C=N/NC(=O)CCN2CCN(C)CC2)cc2c1OCO2	-7	0	-3	i	0.3	-9	3.2	-1	3
COc1ccc(Cl)cc1NC(=O)CN1CCCCCC1	-8	7	-5	i	-0.8	-2	-0.4	2	5
Cc1ccc(NC(=O)CN2C(=O)COc3ccc(S(=O)(=O)N4CCCC4)cc32)cc1C	-10	-2	-3	i	-0.3	6	0.3	28	2
CCNS(=O)(=O)c1ccc(CCC(=O)N2CCN(Cc3ccccc3)CC2)cc1	12	4	5	i	-0.7	6	0.0	-3	1
COc1cc(/C=C2\SC(=O)N(CCN)C2=O)ccc1OS(=O)(=O)c1cc(C)ccc1C	20	3	-8	i	-1.3	7	1.4	-33	-7
O=C(C=Cc1ccccc1)c1cc(Br)ccc1O	-3	3	-3	i	-0.2	-1	0.0	14	2
C=CCNc1nc(Nc2ccc(OC)cc2)nc(OCC)n1	9	-2	-2	i	-0.1	4	-1.1	0	-5
Cc1ccc(OC(=O)Nc2ccccc2)cc1	-10	-6	-2	i	-1.2	8	0.8	3	2
O=C(COc1ccc2c3c(c(=O)oc2c1)CCC3)N1CCN(c2ccc(F)cc2)CC1	11	-1	-4	i	-0.7	8	0.6	42	2
CC(CC(=O)N1CCc2ccccc21)c1ccccc1 (centres undefined)	0	-2	-3	i	-1.2	-5	-1.0	-1	-3
Cc1cc(C)nc(SCc2ccc(C(=O)N/N=C/c3ccncc3)cc2)n1	5	1	-5	i	-0.8	-1	-0.3	-8	-1
CCc1ccccc1NC(=S)N(CCCN1CCOCC1)Cc1cccs1	-86	2	5	i	-0.7	-1	1.1	8	2
Cc1nn(Cc2n[nH]c(=S)n2Cc2ccccc2)c(C)c1Cl	-16	-1	-3	i	-0.5	-3	0.7	-3	-2
CCCSc1nsc(N)n1	20	1	-12	i	-2.3	2	-0.4	-5	2
CS(=O)(=O)N(CC(=O)NCCC1=CCCCC1)C1CCCCC1	3	-9	2	i	-0.1	-8	0.8	1	2
Cc1cc(NC(=O)Cn2nc([N+](=O)[O-])c(Br)c2C)no1	2	1	-3	i	0.1	0	0.6	1	-6
Cc1cc(NC(=O)CCC(=O)N(CC(=O)NCC2CCCO2)c2ccc(F)c(Cl)c2)no1 (centres undefined)	-1	-2	-1	i	-0.6	5	-0.2	-4	3
Cc1c(NC(=O)c2c(F)c(F)c(F)c(F)c2F)c(=O)n(-c2ccccc2)n1C	12	2	-2	i	0.0	4	0.7	-4	0
O=C(NCCC1CCCCN1S(=O)(=O)c1ccccc1)C(=O)NCc1ccccn1 (centres undefined)	10	-2	-3	i	-0.3	-6	0.1	-5	2
New compounds follow
SMILES	PABP1 MLLE inh	CSN deneddyl inh	MsrA act	Neddyl block	TbMetRS inhib	E coli Lon inh	MsrA inh	FAS TE block	Rin1 Abl inh
O=C(COC(=O)c1cc(=O)[nH]c(=O)[nH]1)Nc1ccccc1F	11	-5	-2	i	-0.3	-10	-0.1	-8	2
Cc1ccc(CNC(=O)CCNS(=O)(=O)c2ccc3c(c2)c(=O)n(C)c(=O)n3C)cc1	-10	-2	-4	i	-0.3	-10	-0.9	-5	-6
COC(=O)Cc1cc(=O)n2[nH]c(C(F)(F)F)nc2n1	1	-8	1	i	0.1	8	x	-2	-1
COc1ccccc1C1=NC(c2ccc(C)cc2)N=C1C (centres undefined)	-12	6	-4	i	-0.2	-4	1.8	5	0
CCN(CC(=O)Nc1ccc(OC)cc1)C(=O)c1ccc([N+](=O)[O-])cc1	-4	4	-10	i	1.1	-5	-0.4	20	-5
COc1cc(/C=N/NC(N)=S)ccc1OCc1ccc(C)cc1	-39	2	-8	i	-1.4	-4	3.3	3	-4
CCOn1c(=O)c(=O)n(O)c2ccccc21	1	0	-6	i	0.1	-6	1.9	-4	7
COC(=O)C1=C(C)Nc2c(c(=O)n(C)c(=O)n2C)C1c1cccs1 (centres undefined)	-11	-3	-1	i	-0.1	4	1.7	-3	-2
CCC(=O)N1CCc2cc(Br)cc(S(=O)(=O)NCCN3CCCCC3CC)c21 (centres undefined)	-6	3	-1	i	2.2	-9	1.6	-6	3
Cc1ccc(SCCC(=O)OCn2nnc3ccccc3c2=O)cc1	-6	-8	-6	i	-0.9	1	-1.3	8	-2
O=C(NN1C(=O)C2C(C1=O)C1C=CC2C12CC2)c1ccccc1 (centres undefined)	-8	1	-1	i	0.0	-1	-1.3	0	1
CC1SCC(NC(=O)c2cccc(Cl)c2)CS1 (centres undefined)	-5	0	-3	i	-0.9	8	0.4	1	4
O=C(CSc1nnc(-c2ccccc2O)o1)N1CCOCC1	0	6	-2	i	-0.7	-5	0.2	-3	-1

Among those listed so far, these contain an NH in an aromatic ring:
SMILES	PABP1 MLLE inh	CSN deneddyl inh	MsrA act	Neddyl block	TbMetRS inhib	E coli Lon inh	MsrA inh	FAS TE block	Rin1 Abl inh
Cc1cc[n+](-c2[nH]c(=O)sc2/C=N/N=C(\[O-])c2ccccc2)cc1C	158	-70	-3	i	0.2	68*	4.7*	-34	-3
Cc1nn(Cc2n[nH]c(=S)n2Cc2ccccc2)c(C)c1Cl	-16	-1	-3	i	-0.5	-3	0.7	-3	-2
O=C(COC(=O)c1cc(=O)[nH]c(=O)[nH]1)Nc1ccccc1F	11	-5	-2	i	-0.3	-10	-0.1	-8	2
COC(=O)Cc1cc(=O)n2[nH]c(C(F)(F)F)nc2n1	1	-8	1	i	0.1	8	x	-2	-1

Screens deposited in PubChem BioAssay by several laboratories.
